Screening data deposited in PubChem by several laboratories.
LEDGF integ inh = blocks HIV-1 LEDGF/p75-dependent DNA integration; inhibition, % at 3.7 µM; 370,000 compounds, 0.64% hits; TR-FRET IN-LEDGF/p75 DNA integration, Eu/Cy5; AID 743269;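 active means inhibition above the screen-wide mean plus 3 SD, cut at about 13% in these data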;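 further: signal is the Cy5 over europium emission ratio at 671 and 618 nm; 0% = plate median of compound wells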
SIAE primary = blocks human sialic acid acetylesterase | Q9HAT2 | SIAE FP-Rh probe binding, fluorescence polarization | inhibition, % at 9.66 µM | 370,000 compounds, 0.69% hits;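 active means inhibition above a cutoff: mean of compounds within the control limits plus 3 SD of those, cut at about 17% in these data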;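 further: 0% = plate median of compound wells and 100% = probe without SIAE protein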
NPR2 activator = GC-B (human) receptor activation; P20594; HEK293-GC-B cells, CNP EC30, cGMP TR-FRET; 0% at EC30 CNP, 100% saturating CNP; activation, % at 10 µM; 370,000 compounds, 0.11% hits;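 active means activation at 10 µM reaching about 35% in either raw or pattern-adjusted values, limit read from the data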
MBD2 inh = blocks human MBD2 binding to methylated DNA; Q9UBB5; 370,000 compounds, 0.31% hits; inhibition, % at 4.4 µM; TR-FRET, MBD2 binding to methylated oligonucleotide; in the data active means inhibition above about 13%
Target sequence (Q9UBB5 whole entry, looked up): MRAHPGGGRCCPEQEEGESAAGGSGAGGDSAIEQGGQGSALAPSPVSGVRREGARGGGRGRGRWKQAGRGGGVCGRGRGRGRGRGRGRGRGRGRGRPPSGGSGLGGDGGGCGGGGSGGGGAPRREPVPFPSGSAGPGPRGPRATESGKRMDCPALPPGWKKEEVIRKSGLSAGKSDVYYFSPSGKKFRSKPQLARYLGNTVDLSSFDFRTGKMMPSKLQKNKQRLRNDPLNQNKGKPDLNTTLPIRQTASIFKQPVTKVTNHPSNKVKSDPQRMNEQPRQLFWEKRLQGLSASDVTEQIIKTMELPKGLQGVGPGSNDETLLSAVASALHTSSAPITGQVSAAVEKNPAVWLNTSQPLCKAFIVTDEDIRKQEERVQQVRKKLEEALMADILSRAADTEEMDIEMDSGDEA
HTRA1 inhibitor = blocks human HTRA1 serine peptidase; inhibition, % at 5.96 µM; recombinant HTRA1, FP-rhodamine activity-based probe, fluorescence polarization; 340,000 compounds, 0.5% hits; AID 504803; in the data active means inhibition above about 36%;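 further: 0% = enzyme with DMSO and 100% = wells lacking enzyme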
Target sequence (Q92743 whole entry, looked up): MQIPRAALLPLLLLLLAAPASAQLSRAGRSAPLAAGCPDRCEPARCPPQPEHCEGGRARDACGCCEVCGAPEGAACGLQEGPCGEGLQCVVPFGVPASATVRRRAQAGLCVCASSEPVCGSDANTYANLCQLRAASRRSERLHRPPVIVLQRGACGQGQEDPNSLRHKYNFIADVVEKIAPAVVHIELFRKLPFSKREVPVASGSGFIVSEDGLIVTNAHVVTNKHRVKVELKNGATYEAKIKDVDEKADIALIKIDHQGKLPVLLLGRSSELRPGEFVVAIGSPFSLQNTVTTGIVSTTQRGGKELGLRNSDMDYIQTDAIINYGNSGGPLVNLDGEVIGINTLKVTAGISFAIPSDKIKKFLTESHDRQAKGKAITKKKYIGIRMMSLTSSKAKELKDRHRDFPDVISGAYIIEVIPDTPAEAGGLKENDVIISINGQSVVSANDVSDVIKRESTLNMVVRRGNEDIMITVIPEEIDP
PRMT1 FP inh = PRMT1 (human) inhibition, primary screen. recombinant PRMT1, activity-based probe fluorescence polarization. 370,000 compounds, 1.3% hits. Q99873. inhibition, % at 2.79 µM;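 active means inhibition above about 21% made by adding two undisclosed values, limit read from the data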
TDP2 inh = blocks human TDP2 phosphodiesterase activity | O95551 | recombinant TDP2, T5PNP hydrolysis, p-nitrophenol absorbance 415 nm | inhibition, % at 12.8 µM | 370,000 compounds, 0.34% hits | AID 720702;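 active means inhibition above the mean of all tested compounds plus 3 SD, set per campaign, cut at about 25% in these data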;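 further: 0% = DMSO with enzyme and 100% = buffer with substrate but no TDP2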
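Read-out basis: percent inhibition. System: recombinant human TDP2. Buffer or medium: Mg2+-containing Tris-HCl buffer, pH 7.5. Repeats: single replicate. Timing: reaction 2 h, 37 °C. Benchmarks: high control without enzyme, low control DMSO plus TDP2. Probe or stimulus: 5 mM T5PNP. Doses: 12.8 µM only. Measured by: epi absorbance of p-nitrophenol freed from T5PNP by hydrolysis.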
mABHD4 FP = inhibits mouse alpha/beta hydrolase domain 4 | inhibition, % at 8.92 µM | 370,000 compounds, 0.54% hits | purified mABHD4, FP-Rh probe fluorescence polarization | Q8VD66;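 active means inhibition exceeding the mean over every tested compound plus 3 SD, cut at about 30% in these data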;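 further: 0% = plate median of compound wells and 100% = S159A mutant with DMSO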
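assay system = mABHD4 protein | compound dosing = single nominal dose of 8.92 µM, 0.89% DMSO final | read-out basis = percent inhibition of probe binding, normalized to plate controls | schedule = Enzyme–compound pre-incubation 45 min, then probe 60 min, both 25 °C | detection = fluorescence polarization, excitation 525 nm, emission 598 nm, BODIPY TMR filters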
rCAG binder = binds r(CAG) RNA repeats; r(CAG) RNA repeat, TO-PRO-1 dye displacement fluorescence; inhibition, % at 3 µM; 370,000 compounds, 1.3% hits;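 active means inhibition above the plate cutoff, the mean of all test compounds on that plate plus 3 SD, cut at about 35% in these data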;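 further: 0% = DMSO alone and 100% = 100 µM mitoxantrone as full dye displacement; higher means more dye released from RNA so lower well fluorescence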
TCR CD3 inh = inhibitors of human TCR-CD3 interaction | inhibition, % at 9.4 µM | AID 651800 | 360,000 compounds, 0.37% hits | TAMRA-labeled TCR probe fluorescence, biochemical; in the data active means inhibition above about 19%;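 further: recombinant mutant TCR 2C K166C tagged with TAMRA read by polarization; 0% = receptor in buffer alone and 100% = receptor with positive control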
Starred values were filed as active, the others as inactive; x = no result given.

Values in the order – LEDGF integ inh, SIAE primary, NPR2 activator, MBD2 inh, HTRA1 inhibitor, PRMT1 FP inh, TDP2 inh, mABHD4 FP, rCAG binder, TCR CD3 inh
> Cc1c(-c2ccccc2)sc2nc[nH]c(=S)c12
    7, -8, -5, 3, 1, 0, -33, -3, 3, 4
> Cc1ccc(OCC(=O)N(Cc2ccccc2)C(C)(C)C)c([N+](=O)[O-])n1
    2, 2, -11, 1, -4, 1, 7, 9, -7, -7
> O=C(COc1cccc([N+](=O)[O-])c1)N/N=C/c1ccco1
    3, 10, -1, -3, 2, 1, -1, 0, 0, 0
> CN1CCN(C(=O)/C(C#N)=C/c2ccc(F)cc2)CC1
    -7, -2, 4, -1, -1, 3, 1, 3, 0, -3
> Cc1cc(C)nc(SCC(=O)N2CCc3ccccc32)n1
    -6, -3, -2, -1, 8, 3, -5, 1, -2, -5
> CC1(C)CC(=O)c2cn3ncnc3nc2C1
    0, 4, 2, 3, -5, -2, 9, 0, -1, -4
> COC(=O)C1=C(C(C)=O)C(c2ccc(C)cc2)n2nnnc2N1 (stereo not given)
    0, 10, 6, -6, 5, 0, -2, 7, 0, 9
> Cc1ccc(N(CC#N)C(=O)CS(=O)(=O)c2cccc([N+](=O)[O-])c2)cc1
    3, 2, 7, -7, 3, 0, 14, 3, 1, 0
> Cn1cccc1/C=N/n1cnnc1
    -4, 0, 2, 3, 2, -1, 7, 1, 3, 2
> Cc1cc(C)c(NC(=O)COC(=O)Cn2nc(-c3ccccc3)oc2=O)c(C)c1
    -1, 3, -5, 1, 4, 2, 0, 9, -1, -4
> Cc1ccc(S(=O)(=O)N2CCC(C(=O)N3CCCC(C(F)(F)F)C3)CC2)cc1C (stereo not given)
    -5, 2, -11, 1, -2, 3, -4, 1, -8, -9
> CC(=O)O[C@@H](Cc1ccc(O)cc1)C(=O)CC(C)C
    7, 1, -4, -6, x, -6, -6, -11, 3, -5
> CCc1noc(C)c1C(=O)Nc1ccc(F)c(F)c1
    -3, -1, 2, -4, -2, -1, -4, 3, -1, 5
> CCN1C(=O)/C(=C2\Sc3ccccc3N2CC)OC1=S
    -2, -3, 14, -3, 3, 4, -1, 2, -1, -6
> CCc1ccc(OCC(=O)NNC(=O)c2cnccn2)c(Br)c1
    0, 5, 2, -3, 8, -6, -21, 2, 1, 6
> CCOC(=O)C1CCCCN1Cc1cccc(OC)c1OC (stereo not given)
    2, 0, 1, 6, 1, 1, 7, 9, -4, 9
> Cc1ccc(NC(=O)Cc2cn3ccsc3n2)nc1
    -1, 3, -4, -6, 4, -2, 10, -4, 1, -3
> CC1CN(C(=O)Nc2ccc3snnc3c2)c2ccccc21 (stereo not given)
    0, 2, -10, 1, -25, -2, 9, 0, 5, -5
> COc1cc(C(=O)NC(=S)Nc2ccc(NC(=O)c3ccco3)cc2)cc(OC)c1OC
    0, -2, -1, 5, 1, 0, 6, -5, 3, 8
> Cc1ccc(CN2C(=O)CSC(C)C2=O)cc1 (stereo not given)
    5, 1, 2, -1, -3, -1, 16, -3, -2, 2
> CC(OC(=O)/C(C#N)=C/c1ccc(N(C)C)cc1)C(=O)N(C)Cc1ccccc1 (stereo not given)
    -3, -125, 3, -5, -73, -9, 8, -181, -14, -81
> O=C(NCCN1CCC(n2c(=O)[nH]c3ccccc32)CC1)c1cccs1
    -2, -5, -3, -2, x, 1, 6, 3, -1, -2
> COc1cc(S(=O)(=O)N(C)C)ccc1F
    -1, 1, 7, -1, -6, -3, -3, -2, 1, -5
> Cc1ccsc1C=Nc1c(C)n(C)n(-c2ccccc2)c1=O
    -4, 8, -6, -1, 2, -2, 11, 6, 1, -5
> c1ccc(OCCNc2nc(NCC3CC3)nc3cc(-c4ccccc4)sc23)cc1
    -1, 22*, 5, -5, x, -2, 5, 15, 7, 2
> CCc1nnc(NC(=O)C2CCN(C(=O)c3ccco3)CC2)s1
    1, 5, -3, -3, -9, -3, 7, -1, -6, 3
> COCCN1CCN(C(=O)C2CCC(=O)N(CCc3ccccc3)C2)CC1 (stereo not given)
    -2, 4, -5, 0, 0, 1, -3, 0, -5, -1
> Clc1cccc(OCCn2ccnc2)c1
    1, -2, 15, 5, 1, -1, 8, 0, 0, 10
> Cc1cccc(N2CCN(C(=O)c3ccc(NC(=O)C4CCCO4)cc3)CC2C)c1 (stereo not given)
    1, 0, -2, 0, -2, -1, -8, -1, -9, 4
> Cc1cccc(NC(=O)Nc2nnc(N3CCCCC3C)s2)c1C (stereo not given)
    3, 2, 2, -2, 2, -4, -2, -1, 3, -2

Exported with bars between the fields: entries from further up.
SMILES | LEDGF integ inh | SIAE primary | NPR2 activator | MBD2 inh | HTRA1 inhibitor | PRMT1 FP inh | TDP2 inh | mABHD4 FP | rCAG binder | TCR CD3 inh
Cc1ccc(CN2C(=O)CSC(C)C2=O)cc1 (stereo not given) | 5 | 1 | 2 | -1 | -3 | -1 | 16 | -3 | -2 | 2
CC(OC(=O)/C(C#N)=C/c1ccc(N(C)C)cc1)C(=O)N(C)Cc1ccccc1 (stereo not given) | -3 | -125 | 3 | -5 | -73 | -9 | 8 | -181 | -14 | -81

Remaining list, next part:
Values in the order – LEDGF integ inh, SIAE primary, NPR2 activator, MBD2 inh, HTRA1 inhibitor, PRMT1 FP inh, TDP2 inh, mABHD4 FP, rCAG binder, TCR CD3 inh
> CCNC(=O)CN(c1ccc(CC)cc1)S(C)(=O)=O
    0, 5, 3, -1, 7, -2, 2, 1, 0, -2
> CC(C)NC(=S)N(C)C1(c2ccccc2Cl)CCCCC1=O (stereo not given)
    3, 1, 1, 3, -2, 2, -16, -7, -3, 3
> Cc1ccccc1-n1c(C)nnc1SCC(=O)N1CCc2ccccc2C1
    -2, 4, -1, 5, -3, -2, 0, -4, -8, -1
> CCCc1nnc(NC(=O)CCCN2C(=O)c3ccccc3C2=O)s1
    1, -3, 6, -7, 6, -1, -6, -6, -3, -1
> CCOC(=O)CNC(=O)N1CCc2ccc(NC(=O)c3ccccc3Cl)cc2C1
    1, 1, 3, -6, -2, 1, 0, -5, -5, -2
> CCN(CC)C(=O)c1cccc(-c2ccc(OC)cc2)c1
    -5, -2, 1, 0, -10, -2, -7, 2, 0, 3
> O=C(c1ccc(=O)n(Cc2ccc(Cl)c(Cl)c2)c1)N1CCOCC1
    1, -7, 1, 4, 3, -1, 2, 1, 1, -6
> O=C(COC(=O)c1cc([N+](=O)[O-])ccc1N1CCCC1)Nc1ccccc1OC(F)F
    -8, -8, 24, -5, -15, 4, -10, -4, 3, -2
> CCOc1nc(OCC)nc(-n2cc(-c3ccccc3)nn2)n1
    -4, 0, -1, 0, 3, 0, 8, 1, -5, 14
> O=C(O)Cn1nc(-c2ccccc2)c2ccccc2c1=O
    -1, -6, 11, 2, 3, 2, 11, 0, -3, 8
> O=[N+]([O-])c1cccc(-c2ncc3ccccn23)c1
    1, 4, -4, -5, 8, -1, 7, 2, 3, 4
> COc1ccc([C@H]2CC(=O)C=C(c3ccc(-c4ccccc4)c(F)c3)C2)cc1OC
    0, 0, -1, -3, -1, 0, 2, -4, 3, -2
> CCOC(=O)CCCNC(=O)CCCNC(=O)C(c1ccccc1)c1ccccc1
    5, -1, 2, -3, 4, -1, -5, 4, -5, 3
> COc1ccc(CCNC(=O)C2CCN(S(=O)(=O)c3cccc4nsnc34)CC2)cc1OC
    1, -1, 2, -2, -5, -1, -6, -6, -3, 2
> Cc1ccc2nc(-c3ccccc3)c(CN3CCSCC3)n2c1
    -1, 0, 0, 1, -10, -1, -14, 0, -4, -1
> [O-][n+]1ccccc1SCc1ccccc1
    3, -6, 2, 1, 2, 5, -4, -7, 4, 1
> O=C(NC(=S)Nc1ccccc1)c1cc([N+](=O)[O-])ccc1N1CCOCC1
    -2, -2, 7, -1, 0, 1, -1, 7, 3, -5
> CCn1cc(C(=O)N(C)c2ccc(OC)cc2OC)c2cc(OC)c(OC)cc2c1=O
    0, -5, 0, 0, 3, 0, -6, -3, -9, 3
> CC(=O)Nc1cccc(NC(=O)CSc2nnnn2C)c1
    -2, 1, -2, 3, x, 2, -2, 2, -2, 0
> CN(CCC#N)C(=O)c1cc2c(s1)-c1ccccc1SC2
    6, 3, -1, -1, -4, 4, -1, -1, -1, 3
> CCOC(=O)c1csc(NC(=O)C(C)(C)C)n1
    5, -2, -3, -1, 4, 0, 5, -4, -1, 10
> COc1ccccc1NC(=O)N1CCN(c2ccc(F)cc2)CC1
    0, -1, 0, 1, 2, 2, -10, 6, -2, -1
> CCOc1ccc2[nH]c(=O)c(CN(CC3COCCO3)C(=O)c3ccc(C)cc3)cc2c1 (stereo not given)
    -6, -10, -4, 0, -2, 4, -1, -7, -7, -12
> O=C(NC1CCCC1)c1cccc(S(=O)(=O)Nc2ccccc2F)c1
    -3, 6, -3, 5, 0, 3, 0, 9, 3, -4
> C[C@H]1CCC2[C@](C)(CO)[C@@H](O)CC[C@]2(C)[C@@]12CCC(CO)(CCO)O2 (stereo not given in full)
    -3, 1, 5, -5, 1, 0, 2, 1, -6, 8
> CCCCOC(=O)CSc1nnc(-c2cc(OC)c(OC)c(OC)c2)o1
    -1, -3, -7, -4, -6, 0, 0, -1, -3, 0
> CCCNC(=O)Cc1ccsc1
    1, 10, 4, -5, 2, -1, -3, 0, -1, -6
> Cc1nc(N)c(C#N)c(-c2cccnc2)c1C
    -1, -3, x, -1, 0, 2, 4, 5, 0, 2
> Cc1ccc(C(=O)NC2CCCC2)s1
    4, -16, 3, 4, -1, -1, -17, -9, 5, 7
> CCO[C@H]1OC(C(=O)N2CCN(C)CC2)=C[C@@H](C2CC2)[C@@H]1CCCO
    -1, -3, 6, -4, -9, -2, 6, 1, -4, 9
> CC(C)(C)c1ccc(/C=C/C(=O)Nc2cccnc2)cc1
    -2, -12, -2, 2, -36, 5, 3, -27, -1, -5
> N#Cc1ccccc1NC(=O)C(=O)NCCCN1CCCC1=O
    5, 2, 7, 3, -4, -2, -11, 3, 0, 1

Only part of the results is shown, so the mix of outcomes need not match the whole.
